# Screening results (PubChem BioAssay)
# PKA-R2B activ – activators of human PKA-R2B complex; P22694+P31323; PKA-R2B holoenzyme dissociation, Cy5-IP20 fluorescence polarization; R2B truncated from residue 108, S112A mutant; 0% DMSO only, 100% 113 µM cGMP; activation, % at 11.4 µM; 0.079% of 340,000 active; AID 504700;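 active means activation above a cutoff set at the mean over all compounds plus 3 SD, cut at about 18% in these data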;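 further: higher means more holoenzyme dissociation and a rise in polarization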
# Target sequence (P31323 whole entry, looked up, other chains not shown, the tested form may be a part): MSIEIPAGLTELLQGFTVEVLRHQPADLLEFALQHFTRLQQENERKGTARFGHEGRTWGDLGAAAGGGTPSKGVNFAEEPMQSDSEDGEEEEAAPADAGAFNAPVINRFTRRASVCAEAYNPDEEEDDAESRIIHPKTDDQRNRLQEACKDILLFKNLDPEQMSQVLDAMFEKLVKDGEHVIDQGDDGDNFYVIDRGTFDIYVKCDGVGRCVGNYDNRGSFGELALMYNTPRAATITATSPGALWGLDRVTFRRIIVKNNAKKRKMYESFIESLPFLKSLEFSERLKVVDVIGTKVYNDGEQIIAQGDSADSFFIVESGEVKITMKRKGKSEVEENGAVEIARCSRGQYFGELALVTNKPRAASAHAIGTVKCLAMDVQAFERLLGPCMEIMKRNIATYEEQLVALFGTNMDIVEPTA
# PKA-R1A act – PKA-R1A complex activation; PKA-R1A dissociation, Cy5-IP20 fluorescence polarization; scaled: DMSO 0%, 113 µM cGMP 100%; activation, % at 11.4 µM; 0.083% of 340,000 active;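 active means percent activation above the mean of all tested compounds plus 3 SD, cut at about 19% in these data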;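 further: higher means more PKAc released from R1A so a rise in polarization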
# Tat export inh – inhibitors of E. coli Tat protein transport; 0.036% of 340,000 active; E. coli MC4100 TorA-mCherry Tat export, fluorescence; AID 488895; inhibition, % at 10 µM;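 active means mean replicate inhibition at least 50% and at least half of replicates individually reaching 50%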;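 further: exported cargo escapes ClpAP degradation while cytoplasmic cargo is degraded and loses fluorescence; 0% = median of neutral control wells and 100% = median of NaSCN control wells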
# CDK5 p35 inh – inhibitors of human CDK5/p35 kinase. Q00535+Q15078. Recombinant CDK5/p35, ADP-Glo luminescence, 60 min. inhibition, % at 10 µM. 0.01% of 330,000 active. AID 488839;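 active means highest replicate inhibition of at least 50% and at least 75% of replicates reaching 50%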;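 further: plate controls were DMSO neutral control for no effect and GW8510 at 10 µM for full effect; many of its hits are not listed in these tables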
# HTR5A ag – HTR5A agonism, opioid heterodimer counter-screen; P47898; HTR5A agonist assay, luminescence, cell-based; activation, % at 9.3 µM; 0.61% of 340,000 active; in the data active means activation mostly above about 9.5%, no sharp cut-off; inactive means mostly below about 7.6%;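 further: 0% = cells with vehicle only and 100% = reference agonist; strong numbers were not always called active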
# Target sequence (P47898 whole entry, looked up): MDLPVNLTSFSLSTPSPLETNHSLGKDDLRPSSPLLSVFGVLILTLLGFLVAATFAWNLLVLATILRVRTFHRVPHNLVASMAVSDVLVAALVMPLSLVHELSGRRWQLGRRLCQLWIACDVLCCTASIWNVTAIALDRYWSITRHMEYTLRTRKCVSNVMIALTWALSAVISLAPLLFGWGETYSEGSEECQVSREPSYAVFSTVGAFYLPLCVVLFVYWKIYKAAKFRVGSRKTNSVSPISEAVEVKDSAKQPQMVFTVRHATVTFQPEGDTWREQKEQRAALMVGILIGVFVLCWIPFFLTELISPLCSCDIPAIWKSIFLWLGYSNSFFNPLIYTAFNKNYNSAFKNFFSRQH
# HTR5A inv ag – counter-screen for OPRM1-OPRD1 inverse agonists: human HTR5A inverse agonism | P47898 | 0.083% of 340,000 active | inhibition, % at 9.3 µM | HTR5A cell line, luminescence; in the data active means inhibition mostly above about 23%, no sharp cut-off; inactive means mostly below about 18%;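 further: 0% = cells with DMSO and 100% = no-cell wells with DMSO; some compounds called inactive have numbers as strong as hits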
# SUMO Mot1 rescue – SUMOylation pathway inhibition by Mot1-301 growth rescue; S. cerevisiae Mot1-301 growth rescue, ATP luminescence, 38.5C; percent above DMSO median, 100 means doubled; growth rescue, % at 18.8 µM; 1% of 320,000 active; AID 2716;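 active means every valid replicate shows activation above 250% relative to neutral control wells; inactive means the rest, any valid replicate at or below 250%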;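 further: OY570 slx delta 5 strain wells were the positive control but not used for scaling; some compounds called inactive have numbers as strong as hits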
# DAGLB inh – blocks human DAGLB lipase activity; HEK293T DAGLB membrane lysate, EnzChek fluorogenic substrate; inhibition, % at 5.17 µM; 0.059% of 340,000 active; in the data active means inhibition above about 34%;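 further: 0% = enzyme with vehicle and 100% = wells lacking enzyme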
# phage Ecoli inh – E. coli growth loss with phage present; growth absorbance; inhibition, % at 11.9 µM; 0.26% of 360,000 active; in the data active means inhibition above about 11%
# E coli growth – bacterial growth inhibition, counter-screen for AddAB inhibitors; E. coli V3065 growth, OD600 absorbance, 18 h; inhibition, % at 11.9 µM; 0.27% of 330,000 active;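 active means inhibition above the campaign's mean inhibition across all tested compounds plus 3 SD, cut at about 9.9% in these data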;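 further: uninfected addAB+ strain grown without phage in ampicillin broth; 0% = DMSO wells and 100% = ciprofloxacin 0.95 µg/ml wells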
# AddAB inh – less growth of phage-infected E. coli with AddAB | E. coli expressing H. pylori AddAB, absorbance growth | 0.29% of 330,000 active | inhibition, % at 11.9 µM; in the data active means inhibition above about 12%;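 further: 0% = vehicle wells of infected cells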
# * = called active by the depositor; . = not tested or not shown.
SMILES,PKA-R2B activ,PKA-R1A act,Tat export inh,CDK5 p35 inh,HTR5A ag,HTR5A inv ag,SUMO Mot1 rescue,DAGLB inh,phage Ecoli inh,E coli growth,AddAB inh
CN(CC(=O)N1CCCCC1)S(=O)(=O)c1ccc(Cl)cc1,-7,2,3,0.0,6,8,-9,0,2.5,1.7,-0.9
COc1ccc(Cl)cc1NC(=O)c1oc(C)nc1C,8,-4,5,0.3,0,-5,11,-2,1.2,-0.2,-1.4
COc1ccc2oc(C(=O)N3CCN(C/C=C/c4ccccc4)CC3)c(C)c2c1,7,7,6,0.9,-3,-6,11,-8,6.1,0.2,-0.8
Cn1cc(Cl)c(C(=O)NNC(=S)NCc2ccco2)n1,1,-3,0,2.0,1,-33,1,-2,2.6,1.4,2.9
CCOC(=O)C1CCCN(CC(O)COc2ccccc2C(C)=O)C1 (stereo unspecified),-1,-3,15,-2.3,4,-9,-11,-1,2.9,-0.7,2.8
O=C(NCc1ccccc1)C(c1ccccc1)N(Cc1ccc2c(c1)OCO2)C(=O)Cc1cccs1 (stereo unspecified),-7,0,10,-0.7,-4,2,331,-4,-0.1,2.2,0.5
Cc1ccc(S(=O)(=O)N(C)C)cc1NC(=S)NC12CC3CC(CC(C3)C1)C2,-4,-6,12,-2.2,-5,14,.,2,3.5,.,.
COc1ccc(C(CC(=O)N2CCOCC2)c2c(OC)cc(OC)c3c(-c4ccccc4)cc(=O)oc23)cc1 (stereo unspecified),-4,1,-2,-1.0,6,-3,-18,-1,0.9,-0.7,0.3
CCOC(=O)N1CCN(C(=O)CSc2nnc(COc3ccccc3)o2)CC1,1,-6,13,2.1,-5,12,-7,2,2.7,-2.8,4.7
C[C@H](NC(=O)Nc1cccc(C(F)(F)F)c1)C(=O)O,9,-10,-5,-1.3,2,2,3,1,-1.0,-0.2,0.8

# Part of the list above, showing only PKA-R1A act.
mol	PKA-R1A act
Cn1cc(Cl)c(C(=O)NNC(=S)NCc2ccco2)n1	-3
CCOC(=O)N1CCN(C(=O)CSc2nnc(COc3ccccc3)o2)CC1	-6

# (list continues)
SMILES,PKA-R2B activ,PKA-R1A act,Tat export inh,CDK5 p35 inh,HTR5A ag,HTR5A inv ag,SUMO Mot1 rescue,DAGLB inh,phage Ecoli inh,E coli growth,AddAB inh
OC(COC(c1ccccc1)c1ccccc1)CN1CCN(c2cccc(Cl)c2)CC1 (stereo unspecified),-10,1,8,0.9,9,-23,13,-7,0.8,3.3,2.9
Cc1ccc2c(Cl)c(C)c(N3CCCCC3)nc2n1,-6,-5,-1,-0.3,6,-16,27,-7,1.4,0.5,0.4
O=C1NC(c2ccccc2O)Nc2ccccc21 (stereo unspecified),-2,-12,6,0.3,-1,2,-6,-3,3.2,5.4,3.1
C/C(=N\NC(=O)c1ccc2c(c1)OCCO2)c1ccccc1,-10,-4,-3,-4.5,0,-8,-2,-3,3.0,0.0,0.9
CC(=O)N(C)c1ccc(N=NC2C(=O)N(C(N)=S)N=C2C)cc1 (stereo unspecified),-22,-15,-4,-1.7,-1,-2,13,3,2.1,0.8,0.2
O=C(CCNC(=O)OCc1ccccc1)NC1CCCCC1,-3,-5,-8,0.1,3,-12,-7,0,2.4,-3.8,-0.7
Cc1ccc(C(C)NC(=S)NC2CCCCC2)c(C)c1 (stereo unspecified),-3,12,-2,0.3,6,-15,-10,-3,3.3,.,.
Cc1ccccc1OC(=O)CCC(=O)OCCCC(F)(F)C(F)(F)F,1,4,-5,-0.7,3,-7,12,-6,1.4,3.4,2.2
Cc1cc(/C=C2/NC(=O)NC2=O)c(C)n1C,4,3,-1,1.0,8,-9,.,0,4.1,-0.4,0.2
Cc1c(C(=O)OCC(=O)NCc2ccco2)cccc1[N+](=O)[O-],-9,-2,-5,-11,2,-11,14,0,2.1,-0.3,0.8
Cn1ccc(/C=N/N=C2/NC(=O)CS2)n1,-8,1,-6,0.8,-4,-10,14,-2,5.3,4.0,8.3
C=CCNC(=O)/C(C#N)=C\c1cc(Cl)c(O)c(OCC)c1,-6,-3,1,0.0,-1,17,-23,1,2.5,0.3,6.7
O=C(c1ccco1)N1CCN(C(=O)c2ccccc2[N+](=O)[O-])CC1,2,-1,-2,-0.3,0,-12,-2,0,4.1,1.4,1.4
CCN(c1ccccc1)S(=O)(=O)c1cc(C(=O)Nc2ccc(Br)cc2)ccc1F,-4,-2,-15,-1.1,6,-23,29,-4,1.7,5.0,4.8
CCCC(C)C(=O)Nc1cc([N+](=O)[O-])ccc1F (stereo unspecified),-5,-6,-4,-0.5,0,0,7,-1,2.1,1.0,5.5
CCOc1ccc(/C=N/NC(=O)c2ccccc2C)cc1CN1CC2CC(C1)c1cccc(=O)n1C2 (stereo unspecified),1,-10,-6,-0.6,-2,7,-10,2,2.7,-0.7,0.8
COc1ccc(Cl)cc1NC(=O)CN1C(=O)CSC1=O,8,-3,5,1.3,1,-9,1,2,1.1,-1.7,1.9
O=C(NCc1nnc(SCc2ccc(F)cc2)n1-c1ccccc1)C12CC3CC(CC(C3)C1)C2,-6,-11,8,1.9,3,-12,7,-2,3.9,0.0,5.7
CCc1ccccc1N(C(=O)c1snc(C(N)=O)c1N)C(C(=O)NCC1CCCO1)c1ccc(N(C)C)cc1 (stereo unspecified),-5,7,-2,0.5,1,-2,.,3,-0.9,.,.
O=C(Nc1ccccc1Cl)N1CCN(c2ccc3nnc(-c4ccccc4)n3n2)CC1,-2,-4,-1,-1.0,4,-13,-9,-3,.,-2.1,-3.7
Cc1ccc(C)c(NC(=O)CSc2nnc(CCCCCNC(=O)OC(C)(C)C)o2)c1,-3,3,-2,-5.6,-3,7,263,-2,0.3,-0.5,0.1
CN(Cc1ccccc1)C(=O)CN(c1ccc(F)cc1)S(=O)(=O)c1ccc2c(c1)OCCO2,4,-8,2,0.8,-2,12,-19,-2,0.8,-2.5,-1.0
CCCC(=O)NCCCc1nc2ccccc2n1C(C)C,-2,-6,-9,-0.4,-2,-6,-7,1,3.1,1.6,-1.1
COc1ccc(NC(=O)Cn2nnc(C(=O)Nc3ccc(F)c(Cl)c3)c2N)cc1OC,3,4,-14,1.0,6,-12,-8,2,2.4,-0.7,3.7
Cc1ccc(CN2C(=O)CCC2C(=O)N2CCN(c3ccc(F)cc3)CC2)cc1 (stereo unspecified),-8,3,-1,-0.1,5,-17,-7,4,2.5,-0.5,-1.2
COC(=O)[C@@]12CCCCN1[C@H](c1ccc(-c3ccc(OC)cc3)cc1)[C@H]1C(=O)N(C)C(=O)[C@H]12,3,-2,-2,1.8,0,-9,3,-4,1.2,-2.6,0.4
COc1ccc(N(CC(=O)Nc2ccc(Cl)cc2)S(=O)(=O)c2c(C)n[nH]c2C)cc1,-2,-9,2,-1.6,3,-12,5,-2,2.7,0.6,-0.1
O=C(Oc1ccccc1)c1ccccc1C(=O)Oc1ccccc1,-11,-5,-5,2.5,-1,9,.,-9,0.3,.,.
Cc1c2cnn(CC(=O)O)c(=O)c2c(C)n1Cc1ccccc1,2,-8,8,-1.1,0,3,11,0,0.9,-0.4,-0.9
C=C(C)CC(NCCc1ccccc1)c1ccco1 (stereo unspecified),3,-2,-1,1.6,0,0,.,2,5.5,.,.
O=P(c1ccccc1)(c1ccccc1)C1CCCO1 (stereo unspecified),-10,10,4,-0.2,0,-1,13,-4,4.2,-1.2,1.2
CCC(=O)c1ccc(OCC(O)CN2CCc3ccccc3C2)cc1 (stereo unspecified),3,8,-1,0.5,-1,2,66,-8,0.9,-0.1,1.6
COc1cccc(-c2csc(N3CCN(C(=S)Nc4ccccc4)CC3)n2)c1,5,-4,-27,0.9,22*,-52,-10,-1,1.9,-0.7,-0.1
Cc1ccc(-c2cc(C(=O)N3CCOCC3)c3ccccc3n2)cc1,-10,3,20,1.2,1,-36,-28,0,-0.2,-3.9,-3.2
Cc1c(/N=C/c2ccco2)n(Cc2ccccc2)c2ccccc12,-11,-7,-5,-3.8,4,-11,65,2,1.6,0.5,-1.6
CC/C(=N\NC(=O)C(N)=O)c1ccccc1O,-4,-10,-2,0.9,-3,10,37,3,1.8,0.5,0.6
O=C(N=C1SC2CS(=O)(=O)CC2N1c1ccc(F)c(Cl)c1)C1CCCO1 (stereo unspecified),12,-6,-1,.,6,10,3,-2,0.2,2.2,0.3

# Of the compounds above, these have an aryl methoxy group.
SMILES,PKA-R2B activ,PKA-R1A act,Tat export inh,CDK5 p35 inh,HTR5A ag,HTR5A inv ag,SUMO Mot1 rescue,DAGLB inh,phage Ecoli inh,E coli growth,AddAB inh
COc1ccc(Cl)cc1NC(=O)c1oc(C)nc1C,8,-4,5,0.3,0,-5,11,-2,1.2,-0.2,-1.4
COc1ccc2oc(C(=O)N3CCN(C/C=C/c4ccccc4)CC3)c(C)c2c1,7,7,6,0.9,-3,-6,11,-8,6.1,0.2,-0.8
COc1ccc(C(CC(=O)N2CCOCC2)c2c(OC)cc(OC)c3c(-c4ccccc4)cc(=O)oc23)cc1 (stereo unspecified),-4,1,-2,-1.0,6,-3,-18,-1,0.9,-0.7,0.3
COc1ccc(Cl)cc1NC(=O)CN1C(=O)CSC1=O,8,-3,5,1.3,1,-9,1,2,1.1,-1.7,1.9
COc1ccc(NC(=O)Cn2nnc(C(=O)Nc3ccc(F)c(Cl)c3)c2N)cc1OC,3,4,-14,1.0,6,-12,-8,2,2.4,-0.7,3.7
COC(=O)[C@@]12CCCCN1[C@H](c1ccc(-c3ccc(OC)cc3)cc1)[C@H]1C(=O)N(C)C(=O)[C@H]12,3,-2,-2,1.8,0,-9,3,-4,1.2,-2.6,0.4
COc1ccc(N(CC(=O)Nc2ccc(Cl)cc2)S(=O)(=O)c2c(C)n[nH]c2C)cc1,-2,-9,2,-1.6,3,-12,5,-2,2.7,0.6,-0.1
COc1cccc(-c2csc(N3CCN(C(=S)Nc4ccccc4)CC3)n2)c1,5,-4,-27,0.9,22*,-52,-10,-1,1.9,-0.7,-0.1
